Source: PubChem
STEP inh – blocks human striatal-enriched tyrosine phosphatase | 0.25% of 360,000 active | inhibition, % at 20 µM | recombinant STEP, OMFP fluorogenic substrate, fluorescence;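 active = inhibition at 20 µM, scaled per plate between control wells, above about 37%, limit read from the data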;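 note: 0% = DMSO with enzyme and substrate and 100% = substrate only without enzyme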
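Measure: Control-normalized % inhibition with plate pattern correction | Test system: STEP phosphatase, cell-free reaction | Medium: pH 6.0 Bis-Tris with DTT and Tween 20 | Technique: Fluorescence, 480/540 nm | Times: Reaction 20 min, ambient temperature | Doses: Single compound dose of 20 µM, 1% DMSO final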
MT1-MMP act inh – MT1-MMP (human) activation inhibition. P50281. HT1080 RFP-PRO-GFP cells, GFP/RFP ratio fluorescence, overnight; percent of plate control window, DMSO zero. GFP/RFP ratio change, % at 20 µM. 0.061% of 360,000 active;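 active = GFP/RFP ratio change of at least 30% with cell ATP level not reduced by more than half and red fluorescence within 50% of control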; note: strong numbers were not always called active
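Material – HT1080 RFP-PRO-GFP cells · Control set – DMSO wells and RFP-L50D-GFP cells · Incubation – overnight cell settling, then overnight compound exposure, 37 °C, 5% CO2 · Compound dosing – single-point 20 µM compound, 1% DMSO · Read-out – GFP/RFP fluorescence ratio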
DNMT1 inh – DNMT1 (human) enzyme inhibition. P26358. DNMT1 molecular beacon, Hinp1I cleavage, fluorescence. inhibition (reported as % activation of signal), % at 10 µM. 0.83% of 360,000 active. AID 588458; in the data active = inhibition above about 50%
Scp1 inh – blocks human Scp-1 phosphatase activity; Q9GZU7; Recombinant Scp1, phosphopeptide, malachite green phosphate absorbance; inhibition, % at 20 µM; 0.88% of 340,000 active;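 active = inhibition above about 50% at 20 µM, limit read from the data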;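 note: plate controls were DMSO wells with enzyme for no effect and wells lacking enzyme for full effect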
Target sequence (Q9GZU7 76-261 limits assumed): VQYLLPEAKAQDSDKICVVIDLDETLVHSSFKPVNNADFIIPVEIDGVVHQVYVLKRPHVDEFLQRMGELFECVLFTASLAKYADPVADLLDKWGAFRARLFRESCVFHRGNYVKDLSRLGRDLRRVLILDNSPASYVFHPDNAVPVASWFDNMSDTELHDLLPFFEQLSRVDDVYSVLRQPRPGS
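Incubation: 45 min enzyme reaction at room temperature / System: truncated SCP-1 phosphatase (76-261aa) / Reagent: Phospho 17-mer peptide substrate / Buffer or medium: Acidic Tris acetate buffer with magnesium and detergent / Signal: absorbance at 630 nm / Doses: one concentration, 20 µM, with 1.0% DMSO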
SUMO1 PPI mod – modulators of human SUMO1-mediated protein-protein interactions | SUMO1 binding to a labelled peptide, TR-FRET, 1 h | inhibition, % at 20 µM | 0.33% of 360,000 active; in the data active = inhibition above about 37%
Target sequence (P63165 whole entry, looked up): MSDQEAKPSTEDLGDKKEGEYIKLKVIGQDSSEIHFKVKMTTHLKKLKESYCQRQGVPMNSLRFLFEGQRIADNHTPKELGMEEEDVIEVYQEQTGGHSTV
NadD block – inhibitors of Staphylococcus aureus NadD | inhibition, % at 20 µM | AID 602399 | purified NadD enzyme, colorimetric absorbance read-out | 0.78% of 360,000 active; in the data active = inhibition above about 26%; note: some compounds past the cut are filed as inactive
SKN-1 block – blocks SKN-1 activity in C. elegans; C. elegans VP596 Pgst-4::GFP/RFP ratio, acrylamide-induced, 24 h; inhibition, % at 21.8 µM; 0.49% of 360,000 active; AID 624304;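 active = interference check ratio from 0.5 to 1.5 plus GFP to RFP signal ratio inhibition reaching or exceeding a fixed threshold, cut at about 30% in these data, passing the limit was not always enough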; note: some compounds called inactive have numbers as strong as hits
CendR NRP1 mod – alters CendR peptide binding to human NRP-1 | O14786 | FAM-RPARPAR peptide binding to NRP-1, fluorescence polarization | inhibition, % at 25 µM | 0.85% of 360,000 active;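 active = inhibition or corrected inhibition above about 18%, plus a signal ratio from 0.5 to 1.5, limit read from the data, passing the limit was not always enough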; note: strong numbers were not always called active
Rpn11 inh – blocks the human proteasome subunit Rpn11; O00487; human 26S proteasome, Ub4-pepOG fluorescence polarization; 20S core pre-blocked with epoxomicin; calls only at 20 µM; 0.59% of 360,000 active; AID 588493;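 active = inhibition at 20 µM, scaled to each plate's controls, above about 33%, limit read from the data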
Target sequence (O00487 whole entry, looked up): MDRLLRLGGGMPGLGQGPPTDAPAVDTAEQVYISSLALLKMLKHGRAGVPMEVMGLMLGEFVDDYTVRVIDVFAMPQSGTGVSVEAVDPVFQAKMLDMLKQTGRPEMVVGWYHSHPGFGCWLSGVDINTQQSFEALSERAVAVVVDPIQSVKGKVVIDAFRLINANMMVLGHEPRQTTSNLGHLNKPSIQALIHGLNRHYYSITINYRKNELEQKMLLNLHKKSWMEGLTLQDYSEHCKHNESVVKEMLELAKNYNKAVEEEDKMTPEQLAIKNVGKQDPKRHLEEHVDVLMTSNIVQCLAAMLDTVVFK
LMPTP inh – LMPTP (human) inhibition; AID 651560; recombinant LMPTP-A, OMFP fluorogenic substrate, fluorescence intensity; inhibition, % at 20 µM; P24666; 0.22% of 360,000 active;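 active = compounds that cut the enzyme signal by at least half of the control window in the single-dose screen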;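 note: plate controls were DMSO wells with enzyme plus substrate for no effect and substrate without enzyme for full effect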
Target sequence (P24666 whole entry, looked up): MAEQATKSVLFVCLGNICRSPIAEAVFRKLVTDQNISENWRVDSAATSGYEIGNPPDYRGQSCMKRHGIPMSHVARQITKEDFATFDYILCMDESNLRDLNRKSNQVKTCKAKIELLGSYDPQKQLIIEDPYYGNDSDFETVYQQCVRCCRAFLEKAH
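Test system – LMPTP-A enzyme · Amount – LMPTP-A at 0.625 nM final in the reaction · Buffer or medium – Bis-Tris pH 6.0, DTT, detergent · Reagent – OMFP 400 µM · Doses – single 20 µM dose · Schedule – reaction 50 min, room temperature, dark · Detection – fluorescence intensity of OMFP turnover product · Evaluation – percent inhibition versus substrate-only and uninhibited controls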
* hit, by the source's call; i = inactive; . = not tested or not shown. An unsorted share of the library; 3.9% or so of the library scored in one or more.

SMILES | STEP inh | MT1-MMP act inh | DNMT1 inh | Scp1 inh | SUMO1 PPI mod | NadD block | SKN-1 block | CendR NRP1 mod | Rpn11 inh | LMPTP inh
CS(=O)(=O)N1N=C(c2ccco2)CC1c1ccco1 (stereo not given) | 4 | -8 | 13 | 43 | 0 | 3 | 3 | -48 | i | 0.2
COc1c(F)c(F)c(C(=O)Nc2c(C)cc(Br)cc2C)c(F)c1F | 0 | 0 | 6 | 0 | 5 | -7 | -2 | -10 | i | -0.6
O=C(NC(=S)Nc1cc(C(F)(F)F)ccc1N1CCOCC1)c1ccc(-c2cccc(Cl)c2)o1 | -1 | -12 | -8 | -4 | 0 | 10 | -4 | -9 | i | -0.1
O=C(CSc1nnc2ccc(-c3ccccn3)nn12)Nc1ccc(F)cc1 | -1 | 6 | 5 | . | -23 | 3 | 3 | -11 | i | 0.1
O=C(CN1CCC(n2nnc3ccccc32)CC1)NCc1cccs1 | 1 | 0 | 3 | -2 | 0 | -2 | 1 | 5 | i | -0.3
COc1ccc(NC(=O)c2ccc(-c3ccccc3)cc2)cc1S(=O)(=O)N1CCOCC1 | -1 | -2 | -4 | 3 | 0 | -1 | -5 | -9 | i | 1.1
O=C(O)C1(Nc2ccccc2Cl)CCCC1 | 2 | -3 | 2 | -10 | 2 | 1 | 21 | 2 | i | -2.3
COc1cccc(NC(=O)c2cccc(C)c2[N+](=O)[O-])c1 | 0 | 4 | 0 | -6 | -5 | 0 | 9 | 0 | i | -0.9
COc1ccc(NC(=O)c2ccc(NC(=O)CN3CCC(C(N)=O)CC3)cc2)cc1 | -1 | 1 | -15 | -12 | -1 | 2 | 13 | 5 | i | 0.3
Cc1ccc([C@H]2C[C@H](O)[C@@H](n3cc(C4CC4)nn3)CN2CC2CCCCC2)cc1 | -3 | 3 | 6 | . | 4 | -3 | -6 | -13 | i | 1.9
COc1cc(C(C)=O)ccc1OCC(=O)N(CCC1=CCCCC1)c1c(N)n(Cc2ccccc2)c(=O)[nH]c1=O | 2 | 4 | -4 | -4 | 4 | -3 | -10 | -21 | i | 3.0
O=C(COC(=O)CCSc1ccccc1)Nc1ccc(F)cc1Cl | -2 | 0 | 3 | -10 | -2 | -3 | 2 | 8 | i | -0.1
CCOc1ccc2[nH]cc(C(=O)NCc3ccccc3)c(=O)c2c1 | 1 | 1 | 1 | -4 | 3 | -3 | 13 | 7 | i | 2.6
CC(=O)Oc1ccc(Cn2c(C)c(C(=O)NCc3ccc(C#N)cc3)sc2=O)cc1 | 0 | 5 | -3 | . | 0 | 0 | -7 | 0 | i | -3.4
Fc1cccc2sc(N3CCOCC3)nc12 | -3 | -1 | 2 | -7 | 3 | -5 | 23 | 1 | i | -2.8
Cc1ccc(NC(=O)CN2CCCCCC2)cc1Br | -2 | 8 | 5 | -1 | 0 | -7 | -5 | -6 | i | -1.0
CC(C)OCC1Cn2c(nc3c2c(=O)n(C)c(=O)n3C)O1 (stereo not given) | -6 | -3 | 1 | -6 | -2 | 0 | 4 | 7 | i | 0.0
Nc1cc(=O)n(Cc2ccccc2)c(=O)n1Cc1ccccc1 | -1 | 1 | 0 | 2 | -7 | -2 | 0 | -8 | i | -0.8
COc1cccc(NC(=O)C2CCC(CNS(=O)(=O)c3cccs3)CC2)c1 (stereo not given) | 1 | -1 | 11 | 1 | 5 | -4 | 9 | 17 | i | -0.4
COc1ccc(S(=O)(=O)NCCOc2ccccc2)cc1OC | 1 | 6 | 1 | -6 | -5 | -1 | 4 | 12 | i | -1.2
Cc1cc(C)c(-c2csc(NC(=O)COC(=O)c3ccc4c(c3)OCO4)n2)c(C)c1 | 4 | -21 | 1 | -6 | -2 | 12 | -1 | 9 | i | 0.8
CCOC(=O)C1=C(C)N=c2s/c(=C/c3ccccc3)c(=O)n2C1c1ccc(OC)c(OC)c1 (stereo not given) | 6 | -7 | -17 | -2 | -15 | 0 | 27 | -46 | i | 1.3
COc1ccc(NC(=O)Cc2c(C)n(C(=O)c3ccc(Cl)cc3)c3ccc(OC)cc23)cc1 | 5 | -5 | -6 | -8 | 13 | 4 | 4 | 1 | i | 3.1
CCN(c1ccc(OC)cc1)c1ncnc2nc[nH]c12 | 1 | -12 | 1 | 0 | -5 | 3 | 20 | -1 | i | -0.2
COc1ccc(C(N)c2csc(Nc3ncccn3)n2)cc1 (stereo not given) | 0 | -2 | 1 | . | 2 | 5 | -3 | -2 | i | 2.4

Profiles from above. Screens in order: STEP inh	MT1-MMP act inh	DNMT1 inh	Scp1 inh	SUMO1 PPI mod	NadD block	SKN-1 block	CendR NRP1 mod	Rpn11 inh	LMPTP inh
`COc1ccc(NC(=O)Cc2c(C)n(C(=O)c3ccc(Cl)cc3)c3ccc(OC)cc23)cc1` is entered as 5	-5	-6	-8	13	4	4	1	i	3.1
`COc1cc(C(C)=O)ccc1OCC(=O)N(CCC1=CCCCC1)c1c(N)n(Cc2ccccc2)c(=O)[nH]c1=O` is entered as 2	4	-4	-4	4	-3	-10	-21	i	3.0
`COc1c(F)c(F)c(C(=O)Nc2c(C)cc(Br)cc2C)c(F)c1F` is entered as 0	0	6	0	5	-7	-2	-10	i	-0.6

Later entries
SMILES | STEP inh | MT1-MMP act inh | DNMT1 inh | Scp1 inh | SUMO1 PPI mod | NadD block | SKN-1 block | CendR NRP1 mod | Rpn11 inh | LMPTP inh
CC(C)OC(=O)c1cc(NC(=O)C2C3C=CC(O3)C2C(=O)O)cc(C(=O)OC(C)C)c1 (stereo not given) | 0 | -3 | -3 | 9 | 0 | -2 | 5 | 8 | i | -0.1
Cc1c(C(=O)NCc2ccc3c(c2)OCO3)oc2ccc(S(=O)(=O)N3CCCCC3)cc12 | 0 | -8 | -3 | -10 | 0 | 7 | 4 | -16 | i | 2.6
O=C(NCCN1CCN(C(=O)c2ccc(F)cc2)CC1)c1ccc(F)cc1 | -4 | 4 | 2 | -9 | 14 | -6 | -6 | 0 | i | -1.3
CN(C)S(=O)(=O)N1CCC(Cc2ccccc2)CC1 | -2 | 6 | -1 | 0 | 2 | -3 | -5 | -6 | i | -0.5
COC(=O)c1sccc1NC(=O)COc1ccc(Cl)cc1 | -4 | 5 | 1 | -3 | -1 | -7 | -2 | 0 | i | -0.8
COc1ccc(C(=O)N/N=C/c2ccc(OC)c(COc3c(F)c(F)cc(F)c3F)c2)cc1 | 4 | -1 | -2 | 13 | 8 | -5 | 0 | 2 | i | 5.6
COc1cc(C(N)=O)cc(Cl)c1OC | -4 | -6 | 1 | -6 | 0 | 1 | -2 | 14 | i | -1.9
O=c1onc(-c2cccnc2)n1-c1ccccc1F | -1 | -4 | 2 | -11 | -3 | -1 | -11 | 11 | i | -1.3
CN(C)/C=N/c1nc2ccc3c(c2s1)CCCC3 | 2 | 2 | -6 | 4 | 5 | 2 | 23 | -6 | i | 0.1
O=C(Nc1ccccc1F)C(c1ccccc1)c1ccccc1 | 4 | 4 | 2 | -14 | 9 | -6 | 3 | 8 | i | 3.1
CCOc1ccc(NC(=O)CCc2nnc3ccc(N4CCC(C)CC4)nn23)cc1 | -1 | -2 | -3 | -2 | -10 | 6 | 11 | 6 | i | 1.2
CCC(=O)OCCn1c(=O)c2ccccc2c2ccccc2c1=O | -1 | -1 | 1 | -17 | -3 | -7 | 5 | -4 | i | 0.0
O=[N+]([O-])c1ccc(N2CCCCC2)c(-c2nn[nH]n2)c1 | -1 | 2 | 1 | -4 | -7 | -4 | -15 | -5 | i | -1.9
COc1ccc(/C=N/Nc2ccc(C(=O)O)cc2)cc1Br | 0 | 5 | 3 | -2 | -8 | -8 | 18 | 5 | i | 1.5
C/C(=N\NC(=S)Nc1cc(S(=O)(=O)N2CCOCC2)ccc1Cl)c1ccccc1F | -2 | 3 | -6 | 4 | 6 | 6 | -3 | 2 | i | -0.4
COc1cccc(N2C(=O)CC(N3CCN(c4ccc([N+](=O)[O-])cc4)CC3)C2=O)c1 (stereo not given) | -4 | 6 | -1 | -5 | -27 | -1 | -6 | -7 | i | 1.1
S=c1nc(-c2ccccc2)[nH]c2ccccc12 | 8 | 2 | 0 | 10 | -6 | 2 | 3 | 6 | i | -0.4
O=C(CNC(=O)c1ccc(Cl)cc1Cl)OCc1nnc(-c2ccccc2Br)o1 | -3 | 0 | -3 | 0 | 3 | 0 | 11 | 6 | i | -1.4
Cc1ccc(S(=O)(=O)Nc2cccc(N(C)S(C)(=O)=O)c2)cc1[N+](=O)[O-] | -9 | -5 | 0 | -1 | -7 | -14 | -1 | -14 | i | -0.6
CC1CCCC(NC(=O)c2cccc(N3CCCC3=O)c2)C1C (stereo not given) | 2 | -1 | 0 | -2 | 0 | 0 | 2 | 12 | i | -0.9
CCOP(=O)(OCC)C(NC(=O)Nc1ccc(Cl)cc1)c1ccccc1 (stereo not given) | -3 | -2 | 0 | -10 | 1 | -4 | 7 | -4 | i | 0.1
COc1ccc(NS(=O)(=O)c2cc3c4c(c2)CCN4C(=O)CC3)cc1OC | 0 | 10 | 12 | -4 | 3 | -3 | 6 | -4 | i | 0.0
N#CCCN1CCN(S(=O)(=O)c2ccc(S(=O)(=O)NCC3CCCO3)cc2)CC1 (stereo not given) | -1 | 1 | 1 | -1 | 1 | 2 | -2 | -18 | i | 0.1
Cc1ccc(NC(=O)C(NC2CCCc3ccccc32)c2ccccc2)cc1Cl (stereo not given) | 0 | -7 | -5 | 10 | 5 | 6 | 1 | 11 | i | -0.6
Cc1ccc(C(=O)Nc2nnc(C)s2)cc1 | 1 | 1 | 2 | -3 | -8 | -3 | 0 | 8 | i | -2.0
(further entries)
SMILES | STEP inh | MT1-MMP act inh | DNMT1 inh | Scp1 inh | SUMO1 PPI mod | NadD block | SKN-1 block | CendR NRP1 mod | Rpn11 inh | LMPTP inh
CCc1cc(C(=O)Nc2ccc(C)cc2Br)cs1 | 2 | 1 | 3 | -3 | -2 | 1 | -2 | 1 | i | 1.2
Cc1[nH]c2ccccc2c1C(=O)CSc1ncn[nH]1 | -3 | 0 | 1 | -6 | 7 | 4 | -19 | -6 | i | 0.9
COc1cccc(OC)c1OCCCOc1cccc2cccnc12 | -1 | 1 | -3 | -4 | -3 | -7 | 0 | -6 | i | -0.6
CCOC(=O)C1(NC(=O)C2(N3C(=O)c4ccccc4C3=O)CCCC2)CCCC1 | -3 | -4 | 2 | 8 | -4 | 0 | 12 | 5 | i | -1.7
Cc1ccc(S(=O)(=O)N2C[C@H]3C(=O)C[C@@H](c4ccc(Cl)cc4)N(S(=O)(=O)c4ccccc4C)[C@H]3C[C@H]2c2cccc(Cl)c2)cc1 | 3 | -4 | -6 | . | 0 | 21 | 1 | 0 | i | 0.6
CCCn1c(=O)c(C(=O)Nc2cc(C)ccn2)c(O)c2ccccc21 | 1 | 5 | 6 | -4 | -7 | 13 | 10 | -8 | i | 2.1
